High-throughput results from PubChem BioAssay.
NCOA2 inhibitor: inhibition of GAL4-SRC2 driven luciferase reporter, primary screen, SRC2 inhibitor project, cell-based, luminescence; actives 0.17% (n = 370,000); Nuclear receptor coactivator 2 (Homo sapiens), Q15596; inhibition, % at 9 µM; HEK293 GAL4-SRC2 luciferase reporter;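 active = inhibition above the mean inhibition of all tested compounds plus 3 SD, set per campaign, cut at about 52% in these data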;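 also: 0% = DMSO treated cells and 100% = cells given Gossypol at 36 µM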
H9c2 protect: cardioprotection against H2O2-induced cell death, primary screen, uHTS, H9c2 cells, ATPLite luminescence; H9c2 cardiomyocytes, H2O2 injury protection, 2 h; protection from H2O2 cell death, % at 20 µM; actives 0.63% (n = 360,000);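 active = compounds giving at least 50% protection of heart cells from peroxide-induced death in the single-dose screen, raw or plate-pattern-corrected value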;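 also: 0% = DMSO wells with peroxide and 100% = DMSO wells without peroxide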
HTR2A ag: mouse Htr2a agonists via beta-arrestin recruitment, primary screen, cell-based, luminescence; 5-hydroxytryptamine receptor 2A (Mus musculus), P35363; CHO-K1 mHTR2A beta-arrestin complementation; percent of 30 µM serotonin response; activation, % at 7.6 µM; actives 0.66% (n = 360,000); AID 624169, 2012;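 active = activation above a run cutoff, the mean activation of all tested compounds plus 3 SD, cut at about 14% in these data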;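 also: 0% = plate median of compound wells and 100% = 30 µM serotonin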
Target sequence (P35363 whole entry, looked up): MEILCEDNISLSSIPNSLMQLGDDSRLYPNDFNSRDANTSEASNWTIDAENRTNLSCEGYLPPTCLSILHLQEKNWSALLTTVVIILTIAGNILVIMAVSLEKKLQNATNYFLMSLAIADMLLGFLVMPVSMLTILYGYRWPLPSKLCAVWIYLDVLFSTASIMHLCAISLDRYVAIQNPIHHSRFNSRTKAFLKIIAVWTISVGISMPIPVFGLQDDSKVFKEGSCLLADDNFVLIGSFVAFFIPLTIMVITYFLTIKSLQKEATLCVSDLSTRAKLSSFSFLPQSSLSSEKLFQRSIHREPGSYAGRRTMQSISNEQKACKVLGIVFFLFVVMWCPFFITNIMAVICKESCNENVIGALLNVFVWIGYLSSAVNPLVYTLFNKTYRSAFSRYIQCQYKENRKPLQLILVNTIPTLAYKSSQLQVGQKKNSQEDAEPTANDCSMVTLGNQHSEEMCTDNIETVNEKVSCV
ABCB6 inh MLPCN: ABCB6 transporter inhibitors, primary screen, K562-ABCB6 cells, flow cytometry, MLPCN library. actives 0.19% (n = 360,000). K562-ABCB6 porphyrin accumulation, 1 h; active compounds read low. AID 602162, 2011. fluorescence ratio to DMSO, % at 10 µM. ATP-binding cassette sub-family B member 6 (Homo sapiens), Q9NP58;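 active = fluorescence ratio to DMSO below 75%, the collection mean minus 3 SD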;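 also: signal is porphyrin accumulated inside mitochondria; 100% equals median channel fluorescence of DMSO control wells; lower ratio means ABCB6 inhibition with less porphyrin fluorescence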
ABHD5 PLIN5 PPI: ABHD5-PLIN5 interaction inhibitors, primary screen, cell lysate, split luciferase complementation, luminescence. Split G. princeps luciferase complementation, 4 h. Perilipin-5 (Homo sapiens) + 1-acylglycerol-3-phosphate O-acyltransferase ABHD5 (Homo …. inhibition, % at 4 µM. actives 0.78% (n = 360,000);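 active = inhibition above the mean inhibition across every tested compound plus 3 SD, cut at about 22% in these data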;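 also: 0% = DMSO only wells and the 100% control is not disclosed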
NOD2-RIPK2 inh: NOD2-RIPK2 binding disruptors in cells, primary screen, fluorescence, CHO cells, BLA complementation. inhibition, % at 4.98 µM. AID 624267, 2012. CCF4 ratio. Receptor-interacting serine/threonine-protein kinase 2 (Homo sapiens), O43353. actives 0.38% (n = 360,000); in the data active = inhibition above about 21%;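 also: 0% = vehicle only and 100% = reference blocker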
MC4R antagonist: MC4R antagonists of cAMP signaling, primary screen, cell-based, TR-FRET, antagonist arm of biased-ligand search; actives 0.48% (n = 360,000); AID 540295, 2011; MC4R-expressing cells, MTII-stimulated cAMP, LANCE TR-FRET; Melanocortin receptor 4 (Homo sapiens), P32245; inhibition, % at 6.5 µM;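 active = inhibition above its plate's cutoff, the mean of tested wells on that plate plus 3 SD, cut at about 29% in these data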;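 also: 0% = Melanotan II alone and 100% = Melanotan II plus saturating MCL0020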
Target sequence (P32245 whole entry, looked up): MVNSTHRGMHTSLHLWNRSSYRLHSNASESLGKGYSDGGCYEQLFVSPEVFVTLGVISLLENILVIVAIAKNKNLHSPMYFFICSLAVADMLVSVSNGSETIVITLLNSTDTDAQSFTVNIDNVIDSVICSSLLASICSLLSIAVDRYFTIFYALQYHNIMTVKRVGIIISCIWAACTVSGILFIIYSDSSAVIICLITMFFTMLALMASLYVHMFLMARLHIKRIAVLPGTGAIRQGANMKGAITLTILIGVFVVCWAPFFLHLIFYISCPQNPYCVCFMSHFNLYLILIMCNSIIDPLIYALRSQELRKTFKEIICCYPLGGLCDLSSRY
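Material: U2OS-MC4R stable cell line | Reagent: Melanotan II challenge after compound preincubation | Doses: One concentration, 6.5 µM nominal | Incubation: 30-min compound preincubation, 1-h Melanotan II challenge, 1-h detection, room temperature | Signal: TR-FRET cAMP assay | Replicates: One well per compound, no replicates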
MC4R ag barr: MC4R agonists recruiting beta-arrestin, primary screen, cell-based, luminescence, agonist arm of biased-ligand search. Melanocortin receptor 4 (Homo sapiens), P32245. U2OS MC4R beta-arrestin complementation; percent of melanotan II response, DMSO zero. activation, % at 8.9 µM. actives 0.98% (n = 360,000). AID 540308, 2011;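 active = activation above a per-plate cutoff, the mean activation of sample wells on that plate plus 3 SD, cut at about 8% in these data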
N-glyco inh: increase of ERlucT glycosylation luciferase signal, primary screen, N-linked glycosylation inhibitor project, D54 ERlucT cells, luminescence, set 2. D54 ERlucT glycosylation luciferase reporter, 24 h; percent of 100 nM tunicamycin response. reporter increase, % at 12.5 µM. actives 0.23% (n = 360,000). AID 588692, 2011;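 active = mean luciferase reporter signal, scaled so untreated is 0 and the glycosylation-blocking control 100, at or above a set limit in every replicate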;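 also: luciferase carries N-glycosylation sites so blocking glycosylation raises the light; 0% = median of neutral control wells and 100% = median of 100 nM tunicamycin wells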
TLR9-MyD88 inh: inhibitors of TLR9-MyD88 association in cells, primary screen, cell-based, CHO, BLA complementation, fluorescence. CCF4 FRET ratio. inhibition, % at 4.98 µM. actives 0.21% (n = 340,000). AID 504734, 2011;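 active = inhibition above the mean over all tested compounds plus 3 SD, cut at about 21% in these data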;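 also: 0% = DMSO only wells and 100% = clavulanate BLA inhibitor control wells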
Starred values were filed as active, the others as inactive; x = no result given. The list is partial; the hit share may differ from the screen's.

Every second line gives: NCOA2 inhibitor, H9c2 protect, HTR2A ag, ABCB6 inh MLPCN, ABHD5 PLIN5 PPI, NOD2-RIPK2 inh, MC4R antagonist, MC4R ag barr, N-glyco inh, TLR9-MyD88 inh
1) Cc1cc(N)ccc1-c1cc2ccccc2oc1=O
 : -9, 1, -1, 99, -1, 2, 3, -0.6, 2, -8
2) CCOC(=O)c1ccc(NC(=O)CSc2nnnn2CCCO)cc1
 : -1, 5, 2, 103, 2, 3, 22, 0.7, 1, -4
3) COc1ccc(N2CCN(C(=O)c3ccc(CS(=O)(=O)c4ccc(OC)cc4)o3)CC2)cc1
 : -27, 2, -5, 99, 2, 6, 5, -0.5, -3, -7
4) O=C(c1cccs1)n1nc(-c2ccc(Cl)cc2)nc1NCc1ccco1
 : -7, -10, 1, 107, 4, -4, 15, 2.1, 1, 0
5) COc1ccc(-c2nnc(SCC(=O)N3CCCCC3)o2)c(OC)c1
 : -17, 3, -1, 94, -4, -8, -3, -0.5, -1, -2
6) Cc1nn(-c2ccccc2)c(C)c1NC(=O)COC(=O)CCOc1ccccc1
 : -30, -1, -6, 100, -5, -3, 16, 0.4, 2, 5
7) C/C(=N\NC(=O)CNC(=O)c1ccccc1F)c1ccco1
 : -2, -3, 4, 93, -3, -14, 4, -1.6, 1, 1
8) O=C(NCc1nc2ccccc2[nH]1)c1c(F)c(F)c(F)c(F)c1F
 : -18, -2, 4, 96, -1, -3, 2, -2.3, -3, 2
9) COc1cccc(C=Nc2cccc3c(=O)[nH][nH]c(=O)c23)c1O
 : -43, -27, 0, 102, -6, 8, 12, 1.4, 2, 4
10) O=C(Nc1nccs1)c1cccc2ccccc12
 : 3, 2, 2, 97, -5, 16, -7, -2.4, 2, 15
11) COc1ccc(NC(=O)N(C)C[C@H]2Oc3c(NC(=O)Nc4c(C)noc4C)cccc3C(=O)N([C@H](C)CO)C[C@@H]2C)cc1
 : 1, 9, 6, 99, 3, -22, 5, -0.2, 1, 3
12) Cc1ccc(NC(=O)C2CCCN2C(=O)NC2CCCCC2)cc1C (configuration not stated)
 : 26, 8, -2, 95, 2, -8, 1, -2.4, 0, 2
13) CN1CCc2nc(SC(C(=O)O)c3ccccc3)c(C#N)c(-c3cccs3)c2C1 (configuration not stated)
 : -14, -4, -2, 105, 12, -17, -1, 0.8, 2, 4
14) COCCNC(=O)C1(C)CCCN(C(=O)c2ccc(OC)c(OC)c2)C1 (configuration not stated)
 : 3, 0, 5, 102, 5, 6, 8, -0.2, 3, x
15) CC(C)(C)C(=O)NCCn1ccc2ccccc21
 : 5, -2, 5, 101, 4, -7, 0, -0.1, 2, 1
16) O=C(CCS(=O)(=O)c1ccccc1)Nc1ccc2c(c1)C(=O)NC2=O
 : -38, -4, -4, 100, -4, -13, 18, -1.6, 0, -8
17) CCn1c(/C=C/Nc2ccccc2)[n+](CC)c2ccc(Cl)cc21
 : 5, -19, -3, 86, -6, 0, -6, -0.3, 3, 5
18) CCC(=O)c1ccc(N2CCN(S(=O)(=O)c3ccccc3)CC2)c(F)c1
 : 8, -6, -7, 94, -1, -1, 0, -5.4, -3, -10
19) COc1ccnc(CN(C)C(=O)C2CCC(=O)N(CCN(C)C)C2)c1 (configuration not stated)
 : -19, 3, -5, 96, 7, 0, -2, -3.1, -1, -23
20) CC1CCCCC12NC(=O)N(CC(=O)OCc1cccc(F)c1)C2=O (configuration not stated)
 : -14, -2, -5, 99, -1, 1, 3, 0.3, 1, 8
21) CCOc1cc(/C=C2/COc3ccccc3C2=O)ccc1OCC(=O)N(C)C
 : 1, 19, 1, 99, 25*, -2, -1, -4.3, 5, -9
22) Cc1nc(SCC(=O)N(C)Cc2ccco2)c2c(C)c(C)sc2n1
 : 0, 1, 2, 87, 32*, -4, -3, -1.0, -1, 6
23) O=C(Nc1ccccc1F)C1CCCN(S(=O)(=O)c2cccc3cccnc23)C1 (configuration not stated)
 : 7, 20, 1, 102, -2, -11, -3, -0.2, -1, -7
24) CN(C(=O)COc1ccc([N+](=O)[O-])cc1)C1CCS(=O)(=O)C1 (configuration not stated)
 : -15, 0, 0, 100, 5, -4, 6, 0.0, 2, x
25) O=C(COc1ccc(Cl)cc1)Nc1ccc2c(c1)C(=O)NC2=O
 : -3, 1, -5, 107, -9, 3, -1, 2.7, 0, 5
26) O=C(Nc1nnc(SCc2ccccc2)s1)c1cccc([N+](=O)[O-])c1
 : 6, -6, 2, 96, 2, -1, -7, -0.5, 0, -8
27) CC(=O)c1cccc(NC(=O)CSc2ccc(-c3cccnc3)nn2)c1
 : 5, 17, 5, 97, 1, -3, 8, -2.0, 2, 0
28) CC(C)OCCOc1ccc2oc(-c3ccco3)cc(=O)c2c1
 : -30, -4, -4, 92, 6, -10, -3, -1.9, 2, -1
29) COc1cc(/C=N/Nc2nc3ccccc3s2)cc([N+](=O)[O-])c1O
 : -20, -5, -1, 98, 2, -7, 17, 0.8, 1, -6
30) O=C(COC(=O)c1cnccn1)Nc1ccc(Cl)cc1
 : -9, -1, -3, 145, -3, -17, -3, -1.2, 2, -13
31) O=C(CSC1=Nc2ccccc2C2=NC(CC(=O)NCc3ccco3)C(=O)N12)NCc1ccco1 (configuration not stated)
 : -6, 6, 7, 98, 12, -10, 7, 1.8, 0, -8
32) Cc1cc(NC(=O)CSc2nnc(-c3cccnc3)n2Cc2ccccc2)no1
 : -6, 4, -1, 98, 1, 3, 4, -2.1, 3, -2
33) COc1ccc(CCN2CCCn3c2nc2c3c(=O)n(CC(C)C)c(=O)n2C)cc1OC
 : 18, 15, -2, 93, 6, -4, 4, -0.4, -3, 4
34) O=C(NCc1cccnc1)C(=O)NCC(c1ccco1)N1CCN(c2ccccc2)CC1 (configuration not stated)
 : -18, 2, 6, 98, 3, -6, 4, -1.3, 0, -2
35) CCC(=O)Nc1cc(C)c(NC(=O)c2ccccc2OC)cn1
 : -18, 2, 5, 97, 6, -11, 16, 1.2, 0, -7
36) COc1ccc(NC2c3ncccc3C(=O)N2Cc2ccccc2)c(OC)c1 (configuration not stated)
 : -9, 2, -1, 96, 2, -11, -7, -1.4, -1, -3
37) C=C(C)CN(CC)C(=O)CN1C(=O)NC2(CCc3ccccc32)C1=O (configuration not stated)
 : 20, 1, 1, 99, 8, 6, 7, -0.8, 0, 2
38) Cc1c(C)n(Cc2ccccc2)c2ccc(C(=O)O)cc12
 : -4, 7, 0, 91, 4, -1, 1, 2.8, -1, x
39) Cc1coc2cc3oc(=O)c(CCC(=O)NC4CC4)c(C)c3cc12
 : -18, -14, 2, 97, 3, 9, 5, 0.0, -3, 0
40) Cc1csc(NC(=O)c2oc3ccccc3c2C)n1
 : -54, -8, 1, 95, 8, -5, -2, -1.2, -13, -1
41) COc1cc(OC)c(OC)cc1/C=N/NC(=O)C[n+]1ccccc1
 : 22, 5, -3, 100, -1, -5, -2, -0.9, -1, -5
42) Cc1cccc(N2CC(C(=O)Nc3nnc(SCC(=O)N4CCOCC4)s3)CC2=O)c1 (configuration not stated)
 : 20, -1, 0, 103, -11, -1, 3, -2.4, 2, 0
43) O=S(=O)(/C=C/c1ccccc1)N1CCN(c2ccc(F)cc2)CC1
 : -8, -7, 4, 95, -3, 6, 9, 1.5, -2, -1
44) COc1ccc(C(=O)N[C@H](C(=O)OCC(=O)NC(=O)c2cccn2C)C(C)C)cc1
 : 0, -2, 0, 101, 0, 2, 1, -0.1, 1, -4
45) Cc1ccc(N(Cc2cc3cc(C)ccc3[nH]c2=O)S(=O)(=O)c2ccccc2)cc1
 : 9, -1, 1, 98, 4, -5, 2, 1.6, 17, 0
46) CCOc1ccc(C(=O)Nc2cccc(C)n2)cc1
 : -4, -34, -1, 96, -7, -1, -1, -0.9, -12, -1
47) Cc1ccc(C(=O)CCC(=O)NC2=NCCS2)cc1
 : 14, -5, -8, 103, 3, 3, 9, 4.2, 2, -3
48) O=C(NCc1ccccn1)C1Nc2ccc(C(F)(F)F)cc2C2C=CCC12 (configuration not stated)
 : 1, -4, -1, 99, -2, -10, 5, -0.1, 0, 8
49) COc1ccccc1-c1c(C)nn2c(C)c(C(C)=O)cnc12
 : -23, 2, -5, 102, 1, 1, -1, -1.2, 2, 5
50) Cc1nnc(NN2CCOCC2)[nH]c1=O
 : -7, 3, 6, 95, 3, -4, -11, 0.3, 1, x
51) CC(=O)c1cccc(NC(=O)C(C)OC(=O)CN2C(=O)NC(C)(C)C2=O)c1 (configuration not stated)
 : 2, 5, 10, 101, 6, 5, -1, 0.8, 0, 4

Compounds shown so far containing an aryl thioether with sulfur outside any ring:
Every second line gives: NCOA2 inhibitor, H9c2 protect, HTR2A ag, ABCB6 inh MLPCN, ABHD5 PLIN5 PPI, NOD2-RIPK2 inh, MC4R antagonist, MC4R ag barr, N-glyco inh, TLR9-MyD88 inh
2) CCOC(=O)c1ccc(NC(=O)CSc2nnnn2CCCO)cc1
 : -1, 5, 2, 103, 2, 3, 22, 0.7, 1, -4
5) COc1ccc(-c2nnc(SCC(=O)N3CCCCC3)o2)c(OC)c1
 : -17, 3, -1, 94, -4, -8, -3, -0.5, -1, -2
13) CN1CCc2nc(SC(C(=O)O)c3ccccc3)c(C#N)c(-c3cccs3)c2C1 (configuration not stated)
 : -14, -4, -2, 105, 12, -17, -1, 0.8, 2, 4
22) Cc1nc(SCC(=O)N(C)Cc2ccco2)c2c(C)c(C)sc2n1
 : 0, 1, 2, 87, 32*, -4, -3, -1.0, -1, 6
26) O=C(Nc1nnc(SCc2ccccc2)s1)c1cccc([N+](=O)[O-])c1
 : 6, -6, 2, 96, 2, -1, -7, -0.5, 0, -8
27) CC(=O)c1cccc(NC(=O)CSc2ccc(-c3cccnc3)nn2)c1
 : 5, 17, 5, 97, 1, -3, 8, -2.0, 2, 0
32) Cc1cc(NC(=O)CSc2nnc(-c3cccnc3)n2Cc2ccccc2)no1
 : -6, 4, -1, 98, 1, 3, 4, -2.1, 3, -2
42) Cc1cccc(N2CC(C(=O)Nc3nnc(SCC(=O)N4CCOCC4)s3)CC2=O)c1 (configuration not stated)
 : 20, -1, 0, 103, -11, -1, 3, -2.4, 2, 0
